High-throughput results from PubChem BioAssay.
Abeta yeast res: compounds reversing amyloid beta toxicity in yeast; actives 0.063% (n = 410,000); AID 1347071; Potency, µM (top dose mostly 46.1 µM), for inactives: at the top dose growth rescue, actives largely listed as activators; yeast expressing A-beta42, growth rescue, OD600, 48 h; response scale: 0% DMSO, 100% iron-clioquinol control; further: potency means the concentration at half of the fitted maximal effect; nearly all actives have a fitted effect of over 55% in size
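Growth rescue measured by 600 nm absorbance after 48 h yeast culture at 30 C with compound. Values normalized between DMSO and an equimolar ferric chloride plus clioquinol control.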
PLK1 PBD inh: inhibitors of human PLK1 polo-box domain binding; P53350; actives 2.8% (n = 360,000); Plk1 PBD binding of FITC phosphopeptide, fluorescence polarization; Potency, µM, for the others: max response, negative = inhibition, hits mostly inhibitors; further: potency means the concentration at half of the fitted maximal effect; series mostly up to about 57 µM; on the % scale 0 is the no-effect control and ±100 the full control effect; nearly all actives have a fitted effect of over 65% in size
Target sequence (P53350 whole entry, looked up, the tested form may be a part): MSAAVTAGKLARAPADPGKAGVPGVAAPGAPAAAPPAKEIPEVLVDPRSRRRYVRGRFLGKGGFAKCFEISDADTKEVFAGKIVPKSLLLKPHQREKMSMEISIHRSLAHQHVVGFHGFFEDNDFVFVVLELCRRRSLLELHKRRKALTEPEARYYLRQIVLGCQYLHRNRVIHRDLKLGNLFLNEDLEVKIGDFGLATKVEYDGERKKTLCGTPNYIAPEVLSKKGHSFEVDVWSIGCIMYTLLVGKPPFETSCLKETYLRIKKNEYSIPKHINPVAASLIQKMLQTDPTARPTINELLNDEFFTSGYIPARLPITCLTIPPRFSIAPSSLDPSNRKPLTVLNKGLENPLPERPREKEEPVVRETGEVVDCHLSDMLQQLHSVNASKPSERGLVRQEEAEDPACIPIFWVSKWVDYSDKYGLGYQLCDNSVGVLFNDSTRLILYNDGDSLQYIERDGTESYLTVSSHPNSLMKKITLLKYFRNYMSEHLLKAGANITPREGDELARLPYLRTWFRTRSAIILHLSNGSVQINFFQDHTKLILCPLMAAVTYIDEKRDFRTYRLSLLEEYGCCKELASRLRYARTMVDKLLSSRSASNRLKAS
EPAC1 antagonist: EPAC1 (human) antagonism; O95398; EPAC1 GEF assay, Rap1b-BODIPY-GDP exchange fluorescence; Potency, µM (series often up to 115 µM), without a hit: at the highest dose activity change, negative = inhibition, most hits filed as inhibitors; actives 0.14% (n = 360,000);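 further: potency means the concentration at half of the fitted maximal effect; plate controls were vehicle for no effect and positive control for full effect; nearly all actives have a fitted effect of over 50% in size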
EPAC1 ag: agonists of human EPAC1. O95398. EPAC1 agonist qHTS, biochemical assay; response scale: 100% = response to 6.5 mM cAMP. Potency, µM (highest dose often 154 µM), for the others: top-dose activation, usual class: activators. actives 0.073% (n = 360,000); further: potency means the concentration at half of the fitted maximal effect; nearly all actives have a fitted effect of over 60% in size
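Nucleotide exchange by EPAC1 (100 nM) on Rap1B–BODIPY-GDP (250 nM) in the presence of 50 uM GDP is tracked fluorescently at 480/540 nm over 30 min. Signals are normalized to a 6.5 mM cAMP control.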
aSyn yeast inh: inhibitors of alpha-synuclein toxicity in yeast; Yeast expressing alpha-synuclein, growth rescue, BacTiter-Glo, 24 h; Potency, µM (doses to about 46.1 µM), inactives show at the top dose growth rescue (activation), hits mostly activators; actives 0.14% (n = 370,000); further: potency means the concentration at half of the fitted maximal effect; % of control where 0% means no effect; nearly all actives have a fitted effect of over 65% in size
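Screening used galactose-induced yeast with toxic alpha-synuclein levels, exposed to compound for 24 hr at 30 deg C. Cell growth, read with BacTiter-Glo luminescence, gave the measured signal.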
WRN inhibitor: inhibitors of human WRN helicase. Q14191. WRN helicase unwinding, fluorescent forked duplex, kinetic. Potency, µM (doses to about 114 µM), for the others: top-dose activity change, negative = inhibition, usual class: inhibitors. actives 0.46% (n = 360,000). AID 651768; further: potency means the concentration at half of the fitted maximal effect; on the % scale 0 is the no-effect control and ±100 the full control effect; nearly all actives have a fitted effect of over 55% in size
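Kinetic fluorescence helicase assay: unwinding of a quenched forked DNA duplex (100 nM final) with 2 mM ATP final raises red fluorescence (525/598 nm). Compounds sat 15 min at room temperature with 20 nM WRN beforehand.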
PI5P4K alpha inh: PI5P4K alpha (human) kinase inhibition. P48426. PI5P4Kalpha enzyme, ADP-Glo luminescence, 60 min; stronger effect = lower value. max response, %. actives 1.2% (n = 330,000); active means max response of -50% or lower; inconclusive means between -30% and -50%; inactive means -30% or higher; further: value at the top dose of about 77 µM; on the % scale 0 is the no-effect control and ±100 the full control effect
Target sequence (P48426 whole entry, looked up): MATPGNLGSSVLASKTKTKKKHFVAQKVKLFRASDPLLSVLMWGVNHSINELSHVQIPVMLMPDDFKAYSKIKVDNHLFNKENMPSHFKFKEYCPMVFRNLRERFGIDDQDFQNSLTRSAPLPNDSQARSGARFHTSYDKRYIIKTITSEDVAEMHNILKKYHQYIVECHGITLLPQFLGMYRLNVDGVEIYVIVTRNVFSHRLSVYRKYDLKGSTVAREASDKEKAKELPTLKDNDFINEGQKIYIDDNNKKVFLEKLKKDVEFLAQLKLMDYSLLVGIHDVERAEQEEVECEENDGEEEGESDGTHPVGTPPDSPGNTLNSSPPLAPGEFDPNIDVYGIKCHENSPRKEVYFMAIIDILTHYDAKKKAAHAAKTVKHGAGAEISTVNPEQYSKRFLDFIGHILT
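ADP-Glo luminescence end-point after a 60 min room-temperature kinase reaction. PI5P4Kalpha and substrate in HEPES pH 7.4 buffer with EGTA, 0.1% CHAPS and 5% DMSO; ATP at 5 microM final.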
IL-2 act: activates IL-2 in a cell-based reporter assay; IL-2 activation reporter assay, cell-based qHTS; stimulated with anti-CD3/CD4/CD28 beads; in transgenic mouse T cells; AID 652025; actives 0.065% (n = 360,000); activation, % (series mostly up to about 46 µM); in the data active means activation above about 50%; inconclusive means mostly about 30% to 49%; further: 0% is about no effect
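Unstimulated transgenic mouse T cells, 750 per well, received compound and, after 60 minutes, anti-CD3/anti-CD4 bead plus anti-CD28 stimulation. EGFP and DsRed were quantified after 18 hours.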
FUS suppressor: FUS proteinopathy suppression in yeast | Potency, µM (titrated, usually from 76.6 µM), for the others: at the highest dose growth rescue (activation), usual class: activators | AID 1347120 | S. cerevisiae FUS-expressing, growth rescue, OD600, 24 h | actives 0.24% (n = 390,000);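 further: potency means the concentration at half of the fitted maximal effect; plate controls were DMSO vehicle for no effect and reference control for full effect; nearly all actives have a fitted effect of over 55% in size; some results filed as inactive show a strong effect at the top dose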
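Galactose (2%) drives FUS expression in yeast precultured in raffinose; seeding density OD 0.005. Test compounds incubated 24hr at 30C and 99% humidity before absorbance at 600 nm was measured.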
Active calls of the source: *; ? = inconclusive; · = not tested or not shown; & = joins results of further samples; [ ] = remark or other dose. Unless noted, the call rests on the fitted dose curve; in most records, active means well fitted curve in the direction sought with a large enough effect; inconclusive means small, poorly fitted or top-dose-only effect, or another doubt; inactive means no such curve, though single readings can be large; an effect the other way counts as inactive or inconclusive.

SMILES | Abeta yeast res | PLK1 PBD inh | EPAC1 antagonist | EPAC1 ag | aSyn yeast inh | WRN inhibitor | PI5P4K alpha inh | IL-2 act | FUS suppressor
Cc1c(N=NC2=C(O)CC(C)(C)CC2=O)cc2c(c1[N+](=O)[O-])C(C)(C)CC2(C)C | 18% | 3% | 12% | 2% | 0% | -2% | 23 | -6.9 | -9%
O=S(=O)(c1ccc(C(F)(F)F)cc1)N1CCN(CCOc2ccccc2)CC1 | 0% | 3% | -2% | -10% | 4% | -3% | 8 | 0.3 | 6%
Cc1noc(/C=C/c2ccco2)c1S(=O)(=O)N1CCC(C(=O)Nc2ccc(Cl)cn2)CC1 | 12% | -10% | -14% | 20% | -9% | -26% | -12 | -0.4 | 12%
Cc1cc2cc(CNS(=O)(=O)c3ccccc3)ccc2n1C | -32% | -6% | 18% | -2% | -1% | ? | -23 | -2.6 | ?
C[C@H](NC(=O)C1CCN(S(=O)(=O)c2ccccc2)CC1)C(=O)NCc1ccco1 | 4% | -14% | -23% | 4% | 0% | 8% | -3 | -1.7 | -4%
C[C@@]12C(=O)Nc3ccc(Cl)cc3C(=O)N1[C@H]1c3cc(Cl)ccc3OC[C@@H]1[C@@H]2c1ccccc1 | ? | -14% | -16% | 0% | -4% | 4% | 1 | -1.5 | ?
C[C@]12c3[nH]c4cc(-c5ccco5)ccc4c3CCN1C(=O)[C@@H](CC(=O)NCCCn1ccnc1)C[C@@H]2C(=O)N1CCOCC1 | -2% | -13% | -1% | -9% | -3% | -8% | -7 | -0.5 | -4%
CC(=O)Nc1ccc(NC(=O)C(C)OC(=O)CCc2c[nH]c3ccccc23)cc1 (stereo unspecified) | 2% | 4% | 5% | -7% | 5% | 2% | -5 | -2.3 | 6%
CC(NC(=O)COC(=O)/C(=C/c1cccs1)c1cccs1)c1ccccc1 (stereo unspecified) | -8% | -6% | -10% | 5% | 12% | -5% | -14 | -1.7 | 32%
CCSc1nnc([C@H](Cc2ccccc2)NC(=O)OC(C)(C)C)o1 | 7% | -8% | -8% | 12% | -7% | 3% | · | -2.1 | 29%
O=S(=O)(c1cccs1)N1CN(Cc2ccco2)c2nc3ccccc3nc21 | 5% | -4% | -6% | 11% | 4% | -16% | -3 | 4.9 | 21%
Cc1onc(-c2ccccc2)c1C(=O)NC(C)c1ccc2c(c1)OCO2 (stereo unspecified) | -19% | -9% | 4% | 14% | -6% | -18% | 4 | -2.2 | ·
COc1ccc(N(CC(=O)NCc2ccc(F)cc2)S(=O)(=O)c2c(C)noc2C)cc1 | 9%&-3% | -8% | -9% | 7% | 0% | -7% | -2 | -2.8 | 4%&8%
CC(NC(=O)NC(=O)c1cccc(Cl)c1)c1ccccc1 (stereo unspecified) | 12% | -11% | 0% | 2% | -4% | -8% | 6 | 6.2 | 3%
CN(CCO)c1ccc(-c2n[nH]c(=O)c3ccccc23)cc1[N+](=O)[O-] | -24% | -12% | -12% | 7% | -7% | 6%[57.1 µM] | -13 | -0.1 | -7%

Pulled by structure from the list above:
SMILES | Abeta yeast res | PLK1 PBD inh | EPAC1 antagonist | EPAC1 ag | aSyn yeast inh | WRN inhibitor | PI5P4K alpha inh | IL-2 act | FUS suppressor
C[C@]12c3[nH]c4cc(-c5ccco5)ccc4c3CCN1C(=O)[C@@H](CC(=O)NCCCn1ccnc1)C[C@@H]2C(=O)N1CCOCC1 | -2% | -13% | -1% | -9% | -3% | -8% | -7 | -0.5 | -4%
Cc1onc(-c2ccccc2)c1C(=O)NC(C)c1ccc2c(c1)OCO2 (stereo unspecified) | -19% | -9% | 4% | 14% | -6% | -18% | 4 | -2.2 | ·

Part of the list above, reduced to Abeta yeast res and PLK1 PBD inh:
SMILES	Abeta yeast res	PLK1 PBD inh
C[C@]12c3[nH]c4cc(-c5ccco5)ccc4c3CCN1C(=O)[C@@H](CC(=O)NCCCn1ccnc1)C[C@@H]2C(=O)N1CCOCC1	-2%	-13%
CC(=O)Nc1ccc(NC(=O)C(C)OC(=O)CCc2c[nH]c3ccccc23)cc1 (stereo unspecified)	2%	4%

The main list resumes; the 2 compounds before the break are reprinted first.
SMILES | Abeta yeast res | PLK1 PBD inh | EPAC1 antagonist | EPAC1 ag | aSyn yeast inh | WRN inhibitor | PI5P4K alpha inh | IL-2 act | FUS suppressor
CC(NC(=O)NC(=O)c1cccc(Cl)c1)c1ccccc1 (stereo unspecified) | 12% | -11% | 0% | 2% | -4% | -8% | 6 | 6.2 | 3%
CN(CCO)c1ccc(-c2n[nH]c(=O)c3ccccc23)cc1[N+](=O)[O-] | -24% | -12% | -12% | 7% | -7% | 6%[57.1 µM] | -13 | -0.1 | -7%
CCOC(=O)C(O)(CC(=O)c1ccc(Cl)cc1)C(=O)OCC | 23% | -13% | -1% | 0% | 6% | 2% | 2 | 0.5 | 3%
CCCc1nc2oc(C(=O)OCC)c(N)c2c2c1COC(C)(C)C2 | -2% | 2% | 9% | 0% | -7% | 5% | 0 | 2.1 | 7%
COc1cccc(C(NC(C)=O)c2nc(-c3cccc(F)c3)cs2)c1 (stereo unspecified) | -14% | 3% | -9% | -4% | -11% | -9% | 7 | -0.8 | -21%
COc1cc(S(=O)(=O)NCCCn2ccnc2)ccc1F | -18% | -7% | -16% | -9% | 0% | -3% | -5 | -0.3 | 6%
COc1ccc(OC)c(NC(=O)c2cccc3c2C(=O)N(C2CCCCC2)C3)c1 | 11%&3% | 7% | -1% | 5% | -1% | -2% | -2 | -0.9 | 3%&8%
O=C(NCCc1nc(-c2ccccc2Cl)no1)c1ccccc1 | 10% | -2% | -7% | 14% | ? | 2% | 3 | 0.1 | -11%
NNC(=O)c1csc(CS(=O)(=O)c2ccc(Cl)cc2)n1 | -9% | 2% | -7% | 0% | -8% | 4% | -3 | 0.1 | 13%
COc1ccc(NC(=O)c2cc(S(=O)(=O)N3CCOCC3)cn2C)cc1Cl | 6%&-15% | -2% | -7% | -4% | 7% | -7% | -2 | -2.5 | -23%&0%
CCOc1ccc(NC(=O)c2cc(S(=O)(=O)N3CCOCC3)cs2)cc1 | -1% | 2% | -4% | -16% | 4% | 13% | 0 | -2.0 | 5%
O=C(Nc1cccc2cccnc12)c1ccc2sc([C@H]3C[C@H](O)[C@@H](CO)O3)nc2c1 | 0% | 4% | 5% | 9% | 4% | 7% | -1 | -0.4 | 22%
Cc1[nH]nc2c1C(c1ccsc1)C1=C(CC(C)(C)CC1=O)N2 (stereo unspecified) | -4% | -23% | ? | 5% | 8% | 4% | -12 | 0.0 | 14%
COc1cccc(C(CCc2cc(OC)c(OC)c(OC)c2)NC(C)=O)c1 (stereo unspecified) | -13% | -1% | 0% | 0% | 6% | -9% | 10 | -0.9 | 7%
O=C(CSc1nccc(=O)[nH]1)N1CCc2ccccc2C1 | 7% | -8% | 1% | -1% | -6% | -11%[57.1 µM] | · | -1.2 | -18%
Cc1ccc(-n2ncc3c(=O)n(CC(=O)N(C)C)cnc32)cc1C | 2% | 2% | -8% | 5% | 6% | -2% | 6 | -0.7 | -6%
O=C(Nc1cccc2cccnc12)c1cccc(Cl)c1 | -43%[inhibitor] | 1% | -9% | 15% | -23% | -2% | 29 | 0.8 | 35%
CCOc1ccc(C(=O)NCC(=O)NNC(=O)c2cc(C)oc2C)cc1OCC | -19% | -3% | 17% | -14% | 1% | 4% | -2 | 3.4 | -4%
CCC(C)(C(=O)NC1CCCC1)N(Cc1cccs1)C(=O)c1ccccn1 (stereo unspecified) | -2% | 0% | -16% | -1% | 0% | -20% | 2 | 5.0 | 11%
CC1=C(C(=O)OCc2ccccc2)C(c2ccccc2Cl)NC(=O)N1C (stereo unspecified) | -10% | -19% | -18% | 3% | 4% | -5% | 3 | 1.2 | 33%
CC1(C(=O)Nc2ccc(Cl)c(Cl)c2)CCN1C(=O)C1CCCCC1 (stereo unspecified) | -1% | -10% | -2% | 1% | 0% | -4% | 22 | -0.8 | 23%
O=S1(=O)N[C@H](Cc2ccccc2)COc2cc(N3CC[C@H](O)C3)ccc21 | -13% | -6% | -15% | 11% | 1% | 6% | -1 | 0.8 | -6%
Cc1cc(Sc2ncnc(N)c2[N+](=O)[O-])ncn1 | -58%[inhibitor] | ? | -2% | -2% | -8% | -1% | -5 | -6.5 | -25%
CCCCc1cc(O)c(CCCC)c(O)c1 | -50%[inhibitor] | -5% | -19% | 8% | -8% | -24% | -10 | 0.3 | -9%
Nc1nc(NC(=O)c2ccccc2)nn1-c1ccccc1 | -10% | -12% | 4% | 4% | 0% | 1% | 3 | -0.1 | -17%
CN1CCN(CCC(=O)Nc2ccc(C3CCCC3)cc2)CC1 | -7% | 6% | -1% | 3% | -6% | -4% | -1 | 0.5 | -17%
CCN(CC)C(=O)c1ccccc1NC(=O)CN1C(=O)c2ccccc2C1=O | -12% | -6% | -4% | 12% | -2% | -5% | 0 | 0.5 | 6%
Cc1ccccc1C(=O)N1CCC(C(=O)NN2C(=O)NC3(CCC(C)CC3)C2=O)CC1 (stereo unspecified) | 9% | 5% | -9% | 1% | 7% | 3% | 1 | 1.2 | 13%
COCc1cc(C)nc(SCC(=O)Nc2ccc3c(c2)n(C)c(=O)n3C)c1C#N | 6% | -1% | -14% | 2% | 0% | -12% | 1 | -2.4 | ·
CCC(C)NC(=S)N1CCN(C(c2ccccc2)c2ccccc2)CC1 (stereo unspecified) | 19% | 2% | -15% | -4% | 5% | -8% | 6 | 0.4 | -2%
